All columns: NCI-60 one-dose screen, growth in % after 48 h at 10 µM unless noted; 100 = growth as untreated, 0 = no growth, -100 = all killed.
HL-60(TB) – HL-60(TB) leukemia cells; 78,000 tested, 9% active; AID 1794776; active means growth percent below 10
* marks the source's active call; other numbers are inactive results; [ ] = remark or other dose. An excerpt; count on the stated rates, not on these rows.

SMILES	HL-60(TB)
COc1ccc(C2=NNC3N=C(Cl)c4[nH]cnc4N23)cc1 (stereo unspecified)	96
CN1C(=O)C(/C(N)=N/O)=C(N)C12CCCC2	93
CC(=O)Nc1cccc2ccc(S(=O)(=O)O)cc12	84
NC(Cc1cnc2ccccc2c1)C(=O)O (stereo unspecified)	85
CC(C)=C(C)C(=O)NNc1ccccc1	80
S=c1[nH]c2ccc(Cl)cc2s1	63
CN1CCN(Cc2ccc(NC(=O)c3cncc(C#Cc4cnc(N)c5ccc(F)cc45)c3)cc2C(F)(F)F)CC1	-27*
CC(C)CSc1nc(NNC(N)=S)c(C#N)c(-c2ccc(F)cc2)n1	106
CCC(=O)O[C@H]1CCC[C@H]2[C@@H]3CCC4=CC(=O)CC[C@]4(C)[C@H]3CC[C@]12C	91
CC(O)/C=C/C=C/C(O)CC/C=C/C(=O)NCC(C)(C)O (stereo unspecified)	81
Cc1ccc2[nH]c(=O)cc(-n3nc(C)c(C#N)c3N)c2c1	102
CCC/C=C/C=N/NC(=S)Nc1cccnc1	98
C#CCOC(=O)[C@@H]1CCCN1CC#C	85
COc1cc(NCC(=O)Nc2cc(Nc3cccc(C(F)(F)F)c3)ncn2)c(Cl)c(OC)c1Cl	79
CS(=O)(=O)c1nccc(-c2c(-c3cccc(OS(N)(=O)=O)c3)nc3sccn23)n1	149
N#CC1(NC(=O)N(CCCl)N=O)CCCCC1	105
COc1ccc(-c2nn(CC(=O)N3CCc4ccccc4C3)c(N)c2C#N)cc1	101
O=C(N1CCNCC1)N(c1ccccc1)c1ccccc1	97
N#C/C(=C\c1ccco1)C(=O)Nc1ncc(Cc2ccc(Cl)cc2)s1	94
CC[C@H](C)[C@@H]1OC(=O)C(C)(C)[C@H](O)[C@H](Cc2ccccc2)OC(=O)[C@H](C(C)C)OC(=O)[C@@H](NC(=O)c2cccc(NC=O)c2O)[C@@H](C)OC1=O	60
N#Cc1c(N2CCOCC2)[nH]n(C2=Nc3ccccc3Sc3ccccc32)c1=O	85
CN1C(=O)N(C)C2C1N=C(SCc1ccc(Cl)cc1)N2/N=C/C=C/c1ccccc1[N+](=O)[O-] (stereo unspecified)	93
Cc1ccnc(NC(c2ccccc2)c2ccc3cccnc3c2O)c1 (stereo unspecified)	-2.2*
O=C(O)c1ccccc1C(=O)Nc1ccccc1C(F)(F)F	104
O=C(CSc1ccc2nnc(-c3cccc(F)c3)n2n1)Nc1ccc2c(c1)OCO2	79
Other results follow.
SMILES	HL-60(TB)
N#Cc1cccc(C(F)(F)F)c1	84
Cc1cc(C)cc(C(=O)c2cc(Cl)ccc2OCCn2c(=O)ccn(CCOc3ccc(Cl)cc3)c2=O)c1	57
O=C(O)CC(C(=O)O)N1C(=O)/C(=C/c2cccnc2)SC1=S (stereo unspecified)	99
COc1cc(-c2nc(SC(C)C)nc(Nc3cccc4ccccc34)c2C#N)cc(OC)c1OC	45
COc1cccc(/C=C/C(=O)c2sc(N)nc2C)c1OC	107
Cc1ccc(CSc2nc(Cl)c(C#N)c(-c3ccc(Cl)cc3)n2)cc1	94
N#CCCCCN1C(=O)c2ccccc2C1=O	86
C=CC(=O)OCCCCCCCC	89
Cc1c(Cc2ccccc2)c(=O)[nH]c(=O)n1C	82
COc1cc2cc(NCc3ccc(OC(F)F)cc3)nc(C)c2cc1OC	39
COc1cc2c3c(cccc3c1)C(=O)N(CCN1CCCC1)C2=O	26
Cc1c(C(=O)/C=C/c2cc3ccccc3n3nnnc23)nnn1-c1ccc(Cl)cc1	91
CCOC(=O)c1ccc(NC(=O)CN2CCN(c3cc(=O)[nH]c4ccc(F)cc34)CC2)cc1	95
COc1cc(-c2nc(-c3ccccc3)[nH]c2-c2ccnc(NCCCNS(=O)(=O)c3cccc4ccccc34)n2)ccc1F	106
Cc1ccc(C(=O)NNC(=O)CSc2nc3c(c(=O)[nH]2)CCCC3)cc1	97
CC1CCCN1Cc1nc2ccc(NC(=O)c3ccc4c(cnn4C)c3)cc2[nH]1 (stereo unspecified)	77
O=c1cc(Cn2cc(CSc3nc4ccccc4o3)nn2)c2ccc3ccccc3c2o1	104
N/C(=N\C(N)=N\c1nc2ccccc2s1)c1ccccc1Br	102
O=C1NC(=S)NC1Cn1cnc2ccccc21 (stereo unspecified)	103
O=c1[nH]c2ccccc2cc1-c1nnc(COc2ccccc2)o1	93
O=C1CC(c2ccccc2)CO1 (stereo unspecified)	107
COc1ccc(C2N(c3ccc(Br)cc3)N=C(C(C)=O)N2[C@H]2[C@H](OC(C)=O)O[C@H](COC(C)=O)[C@@H](OC(C)=O)[C@@H]2OC(C)=O)cc1 (stereo partly specified)	24
CNC1=C([N+](=O)[O-])C(c2cc3cc(OC)ccc3nc2Cl)C(C#N)=C(c2cccs2)O1 (stereo unspecified)	100
C=C1c2nc3ccccc3n2C=C(c2cccc(OC)c2)N1Cc1ccc(Cl)cc1	92
CC1=Cc2cc(Cl)ccc2OC12C=Cc1cc(Cl)ccc1O2 (stereo unspecified)	105

Some values from the list:
Cc1c(Cc2ccccc2)c(=O)[nH]c(=O)n1C in HL-60(TB) shows 82
Cc1ccc(CSc2nc(Cl)c(C#N)c(-c3ccc(Cl)cc3)n2)cc1 in HL-60(TB) shows 94
O=C(O)CC(C(=O)O)N1C(=O)/C(=C/c2cccnc2)SC1=S (stereo unspecified) in HL-60(TB) shows 99
CCOC(=O)c1ccc(NC(=O)CN2CCN(c3cc(=O)[nH]c4ccc(F)cc34)CC2)cc1 in HL-60(TB) shows 95
COc1ccc(C2N(c3ccc(Br)cc3)N=C(C(C)=O)N2[C@H]2[C@H](OC(C)=O)O[C@H](COC(C)=O)[C@@H](OC(C)=O)[C@@H]2OC(C)=O)cc1 (stereo partly specified) in HL-60(TB) shows 24
COc1cc2c3c(cccc3c1)C(=O)N(CCN1CCCC1)C2=O in HL-60(TB) shows 26
COc1cc2cc(NCc3ccc(OC(F)F)cc3)nc(C)c2cc1OC in HL-60(TB) shows 39

Continued.
SMILES	HL-60(TB)
C#CC[C@H](N)C(=O)O	100[20 µM]
O=C(OC[C@@H]1CO1)c1cccc2c(=O)c3ccccc3[nH]c12	-51*
CN(C)Cc1cc(C(C)(C)CC(C)(C)C)ccc1O	94
Nc1ccc2c(c1)C(=O)c1cc(Cl)c(Cl)cc1-2	76
CC1CN(c2c(F)c(N)c3c(=O)c(C(=O)O)cn(C4CC4)c3c2F)C[C@H](C)N1 (stereo partly specified)	89
C[S+](C)CC(=O)c1ccccc1	102
COc1ccc(CNC(=O)C(=O)[C@H](Cc2ccccc2)NC(=O)c2[nH]c3ccccc3c(=O)c2C)cc1	110
Cc1ccc(/C=C/c2c(C(=O)/C=C/c3ccc(Cl)cc3)c(C)nc3ccccc23)cc1	-8.9*
CCOC(=O)CC(C)(C)CC(=O)C1CNC2=C(C1)C(=O)CC(C)(C)C2 (stereo unspecified)	102
CS(=O)(=O)c1ccc(-n2cc(/C=N/O)c(-c3ccccc3)n2)cc1	-46*
O=C(CBr)c1ccc(O)c(C(=O)O)c1	87
Cn1c2ccccc2c2nnc(SCCN3CCCCC3)nc21	105
CCOC(=O)c1nnc2cc(-c3ccccc3)nn2c1C	151
CC12NC(=O)C(C#N)(C(C#N)=C(Cl)N1)C2(C)C (stereo unspecified)	95
CCOc1ccc(C(CC)Oc2ccc(C(=O)O)cc2C(F)(F)F)nc1 (stereo unspecified)	103
ClCc1ccccc1	79
COc1ccc(C(=S)N2CCN(c3cccc(C)c3)CC2)cc1	94
O=C(COc1cccc(O)c1)Nc1ccc2oc(=O)ccc2c1	68
COC(=O)c1nc(-c2ccccc2)oc1S(=O)(=O)N1CCN(c2ccccc2)CC1	81
CC(=O)N(C)c1cccc2ccccc12	116
COc1ccc(OC)c(/C=C/C(=O)c2cc(C(=O)c3ccc(Br)cc3)n3ccc(C)cc23)c1	96
CCCCC(CC)COC(=O)c1cc([N+](=O)[O-])c(C(C)(C)C)c([N+](=O)[O-])c1 (stereo unspecified)	237
COc1ccc(/C=C/C(=O)c2c(O)c(OC)c3c(c2OC)OCO3)cc1	75
O=C(NO)C(=O)NO	93
CCCCCCCCn1ccc2cc(NC(=O)Cn3cc(CN4CCN(CC)CC4)nn3)ccc21	64

Some of the entries so far, as a markdown table:
| molecule | HL-60(TB) |
| --- | --- |
| O=C(OC[C@@H]1CO1)c1cccc2c(=O)c3ccccc3[nH]c12 | -51* |
| CN(C)Cc1cc(C(C)(C)CC(C)(C)C)ccc1O | 94 |
| Nc1ccc2c(c1)C(=O)c1cc(Cl)c(Cl)cc1-2 | 76 |

The list continues:
SMILES	HL-60(TB)
O=C(Nc1cc(=O)[nH]c(SCC(=O)N2CCN(c3cc4c(cc3F)c(=O)c(C(=O)O)cn4C3CC3)CC2)n1)c1ccc(Cl)cc1	100
CCc1ccc(S(=O)(=O)Nc2cc3c(C(=O)O)c(C)oc3c3ccccc23)cc1	107
CC1=C(C(=O)OC(C)C)C(c2ccc3c(c2)OCO3)NC(=S)N1 (stereo unspecified)	105
CCn1c(CSc2nc3ccccc3c(=O)n2CCc2ccccc2)n[nH]c1=S	91
CCOC(=O)c1[nH]n(-c2ccccc2)c(=O)c1/C=N/C(=S)Nc1ccc(Cl)cc1Cl	99
COc1cc2c(cc1OC)-c1cc3c(O)[nH]c(=S)n3c(=O)c1=N2	90
CCCCCOC(=O)c1cccnc1	99
O=c1[nH]c(CN2CCN(c3ccccc3)CC2)nc2c(Br)cc(Br)cc12	99
COc1cc2c(cc1OC)C1=NN(C(=O)Nc3c(C)cccc3C)C(c3ccccc3Cl)C1C2 (stereo unspecified)	112
Cc1ccc2nc(SCC(=O)Nc3c(C)cccc3C)n(-c3ccc(F)cc3)c(=O)c2c1	70
C#CCN1c2cccc3cccc(c23)N(CC#C)C1c1cn(-c2ccccc2)nc1-c1cccc([N+](=O)[O-])c1	104
CC[C@H]1OC(=O)[C@H](C)[C@@H](O[C@H]2C[C@@](C)(OC)[C@@H](O)[C@H](C)O2)[C@H](C)[C@@H](O[C@@H]2O[C@H](C)C[C@H](N(C)C)[C@H]2O)[C@](C)(O)C[C@H](C)CN(C)[C@H](C)[C@@H](O)[C@]1(C)O	90
C=CCSc1nc(-c2cnccn2)cc(-c2cccs2)c1C#N	100
C=CC1=C(C)/C(=C\c2[nH]c(Cc3[nH]c(/C=C4\NC(=O)C(C)=C4C=C)c(C)c3CCC(=O)O)c(CCC(=O)O)c2C)NC1=O	106
COc1ccccc1/C=N/N=C(\C)c1nnn(-c2ccc(Cl)cc2)c1C	95
COc1ccc(/C=C2\SC(=S)N(NC(=O)Cc3ccccc3Nc3c(Cl)cccc3Cl)C2=O)cc1	100
N=c1c2c(-c3ccccc3)c(-c3ccccc3)oc2ncn1N1C(=O)c2ccccc2C1=O	120
Brc1ccc2[nH]cc(-c3nonc3-c3c[nH]c4ccccc34)c2c1	67
O=C(Cc1ccc(CNC(=O)c2ccccc2)cc1)NO	77
COc1ccc(/C=C\c2cc(OC)c(OC)c(OC)c2)c(NS(=O)(=O)c2ccc(Cl)cc2)c1O	-39*
O=CNc1cc2c(cc1Br)-c1ccccc1C2O (stereo unspecified)	101
Cc1ccc(S(=O)(=O)/C(C#N)=C/n2c(=S)[nH]c3ccc([N+](=O)[O-])cc32)cc1	99
Nc1nc(=S)c2ncn(C3OC(COP(=O)(O)O)C(O)C3O)c2[nH]1 (stereo unspecified)	16
CC1CNC(=S)N(c2ccc(F)cc2)C1=O (stereo unspecified)	98
O=C(Nc1cccc(-n2cc(-c3ccncc3)c(-c3cc(O)cc(Cl)c3)n2)c1)Nc1ccc(Cl)c(Cl)c1	-23*
Next records follow.
SMILES	HL-60(TB)
COc1ccc2c(c1)/C(=C\c1sc(=S)[nH]c1O)C(C(=O)O)=N2	101
CC1=Nc2cnc(Nc3ccc(N4CCOCC4)cc3)nc2Nc2ccccc21	90
CO[C@H]1/C=C/O[C@@]2(C)Oc3c(C)c(O)c4c(O)c(c5c(nc6cc(C)ccn65)c4c3C2=O)NC(=O)/C(C)=C\C=C\[C@H](C)[C@H](O)[C@@H](C)C(O)[C@@H](C)[C@H](OC(C)=O)[C@@H]1C (stereo partly specified)	102
CCC1(Cc2ccccc2)C(=O)NC(=S)N(C)C1=O (stereo unspecified)	76
Clc1ccc2c(c1)CC1C[C@@H](/C=C/c3ccccc3)N2O1 (stereo partly specified)	100
O=C(Cc1ccccc1)Nc1ccc(-c2nc3ccccc3c(=O)[nH]2)cc1	91
NC(=O)C1CC1	89
CNC(=O)c1cc(-c2ccc(NC(=O)Nc3cc(C(F)(F)F)cc(C(F)(F)F)c3)cc2)nc2cccnc12	135
CC(C)Cn1c2c(c(=S)[nH]c1=O)CCC2	107
CC(O)C(O)C(O)C(O)/C=N\Nc1ccccc1 (stereo unspecified)	91
Cc1nc(-c2ccc(Cl)cc2)ccc1NC(=O)Nc1cccc(C(F)(F)F)c1	80
Cc1cc2cc3cc(C)c(N(C)C)cc3[n+](C)c2cc1N(C)C	47
CCC(O)(C#CCl)CC	89
CNC(=O)c1cc(Oc2ccc3nc(NC(=O)c4ccc(N5CCOCC5)c(C(F)(F)F)c4)sc3c2)ccn1	94
O=[N+]([O-])c1ccc(N=Cc2ccc3c(c2)OCO3)cc1	90
CCCCN1CCCC[C@@H]1C(=O)N[C@H](C(=O)N(C)[C@H](C[C@@H](OC(C)=O)c1nc(C(=O)NC2CCC(C(=O)OC)CC2)cs1)C(C)C)C(C)C (stereo partly specified)	-30*
COc1ccc(-c2cn3ccnc3c(-c3ccc4c(c3)ncn4C3CCCCC3)n2)cc1	77

Random excerpt: 5 entries already listed, in no set order.
SMILES	HL-60(TB)
CCC1(Cc2ccccc2)C(=O)NC(=S)N(C)C1=O (stereo unspecified)	76
Cc1cc2cc3cc(C)c(N(C)C)cc3[n+](C)c2cc1N(C)C	47
Cc1nc(-c2ccc(Cl)cc2)ccc1NC(=O)Nc1cccc(C(F)(F)F)c1	80
Clc1ccc2c(c1)CC1C[C@@H](/C=C/c3ccccc3)N2O1 (stereo partly specified)	100
CCC(O)(C#CCl)CC	89

Screening results from PubChem BioAssay.
